# Bioassay records (PubChem BioAssay)
# uPA surface inh: qHTS for Inhibitors of Cell Surface uPA Generation; cell surface uPA generation assay, qHTS; Potency, µM (series often up to 38.3 µM), for inactives: top-dose activity change, negative = inhibition, usual class: inhibitors; 0.31% of 330,000 active; active = well fitted inhibition curve with a large enough effect; inconclusive = small, poorly fitted or top-dose-only effect; inactive = no such curve, though single readings can be large or run the other way; tested in mouse RAW 264.7 cells; also: % is scaled to controls: 0 for no effect and ±100 for the full control effect; nearly all actives have a fitted effect of over 55% in size
# ELG1 genotoxic: qHTS screen for small molecules that induce genotoxicity in human embryonic kidney (HEK293T) cells expressing luciferase-tagged ELG1; 1.3% of 330,000 active; HEK293T ELG1-luciferase reporter, luminescence, 16 h; Potency, µM (doses to about 46 µM), for the others: top-dose activity change, positive = activation, actives largely listed as activators; also: % of control where 0% means no effect; nearly all actives have a fitted effect of over 60% in size
#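 After overnight (16 hr) compound treatment at 37 °C, ELG1-luciferase HEK293T cells were lysed with ONE-Glo; luminescence quantified 30 min later at room temperature.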
# RORg inh: qHTS for inhibitors of ROR gamma transcriptional activity; Potency, µM (top dose mostly 53.6 µM), for the others: at the top dose activity change, negative = inhibition, most hits filed as inhibitors; 5.4% of 310,000 active; Drosophila S2 Gal4-RORgamma UAS-luciferase reporter, 20 h; also: % is scaled to controls: 0 for no effect and ±100 for the full control effect; nearly all actives have a fitted effect of over 60% in size
# Target sequence (P51450 whole entry, looked up, the tested form may be a part): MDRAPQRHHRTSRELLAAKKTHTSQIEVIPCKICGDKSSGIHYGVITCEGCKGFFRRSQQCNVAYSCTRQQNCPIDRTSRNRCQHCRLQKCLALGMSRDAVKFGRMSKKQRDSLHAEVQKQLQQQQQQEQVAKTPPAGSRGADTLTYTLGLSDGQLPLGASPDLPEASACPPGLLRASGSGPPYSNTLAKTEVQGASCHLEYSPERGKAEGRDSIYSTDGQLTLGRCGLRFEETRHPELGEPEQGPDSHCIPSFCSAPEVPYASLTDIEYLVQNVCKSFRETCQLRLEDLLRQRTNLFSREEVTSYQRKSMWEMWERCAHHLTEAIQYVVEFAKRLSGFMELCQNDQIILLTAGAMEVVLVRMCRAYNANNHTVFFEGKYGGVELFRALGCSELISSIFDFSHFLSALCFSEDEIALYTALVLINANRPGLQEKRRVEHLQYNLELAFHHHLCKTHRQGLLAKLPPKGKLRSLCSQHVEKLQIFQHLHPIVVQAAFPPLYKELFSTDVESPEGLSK
#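 ROR gamma transcriptional activity was tracked as Gal4-UAS luciferase output in stably transfected Drosophila Schneider cells, with compound added 1 hr before 700 uM copper sulfate induction and a 20 hr ambient-temperature incubation.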
# p53 reactivator: qHTS assay for re-activators of p53 using a Luc reporter. 0.063% of 320,000 active. H1299 p53-A138V BP100-luciferase reporter, luminescence, 24 h. Potency, µM (highest dose often 92.2 µM), for the others: at the highest dose activity change, positive = activation, hits mostly activators; also: % of control where 0% means no effect; nearly all actives have a fitted effect of over 45% in size
#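 H1299 (p53-null), stable ts p53-A138V + BP100-Luc; 1000 cells/well, Opti-MEM/10% FBS; cpd 4 pt, 1:5; 24 h, 37 deg C, 5% CO2; detection reagent 10 min RT; luminescence.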
# FLuc modulator: qHTS profiling assay for firefly luciferase inhibitor/activator using purifed enzyme and Km concentrations of substrates (counterscreen for miR-21 project) | AID 588342, 2011 | purified FLuc, Km substrates, luminescence inhibition | Luciferin 4-monooxygenase (Photinus pyralis), P08659 | 6.9% of 360,000 active | Potency, µM (doses to about 57.5 µM), without a hit: top-dose activity change, negative = inhibition, usual class: inhibitors;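 also: plate controls were vehicle for no effect and reference inhibitor for full effect; nearly all actives have a fitted effect of over 55% in size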
# Target sequence (P08659 whole entry, looked up): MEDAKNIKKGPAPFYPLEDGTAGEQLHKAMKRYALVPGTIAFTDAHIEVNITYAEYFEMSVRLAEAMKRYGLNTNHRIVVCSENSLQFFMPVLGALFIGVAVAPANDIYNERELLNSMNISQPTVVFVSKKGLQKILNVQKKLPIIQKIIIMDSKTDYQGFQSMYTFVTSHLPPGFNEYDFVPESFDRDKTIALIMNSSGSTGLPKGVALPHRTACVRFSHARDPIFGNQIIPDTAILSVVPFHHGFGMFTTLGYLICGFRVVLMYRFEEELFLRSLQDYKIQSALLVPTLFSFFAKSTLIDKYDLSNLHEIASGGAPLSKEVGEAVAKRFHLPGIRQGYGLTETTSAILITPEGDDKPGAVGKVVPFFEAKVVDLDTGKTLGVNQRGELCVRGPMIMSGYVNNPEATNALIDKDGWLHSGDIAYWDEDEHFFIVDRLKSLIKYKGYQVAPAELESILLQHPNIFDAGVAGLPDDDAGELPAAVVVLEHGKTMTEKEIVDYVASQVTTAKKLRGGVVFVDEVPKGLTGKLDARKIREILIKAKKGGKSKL
#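 Biochemical qHTS of compounds, final roughly 60 µM downward over six points, against 10 nM purified firefly luciferase using Km concentrations of substrates (10 uM D-luciferin, 10 uM ATP) in Tris acetate pH 7.5 buffer; luminescence output.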
# NPC1 prom act: qHTS Assay for NPC1 Promoter Activators; Huh7 NPC1 promoter luciferase reporter, 24 h; 2.4% of 320,000 active; AID 485313, 2010; Potency, µM (top dose mostly 9.22 µM), for inactives: top-dose activation, hits mostly activators;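 also: % of control where 0% means no effect; nearly all actives have a fitted effect of over 60% in size; reporter is driven by a mutant NPC1 promoter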
#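 Luminescence from an NPC1 promoter-driven luciferase reporter in stably transfected Huh7 cells was measured after 24 h compound treatment at 37 °C, followed by 10 min ambient incubation with luciferase detection reagent.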
# Rab9 promoter act: qHTS Assay for Rab9 Promoter Activators | Huh7 Rab9 promoter-luciferase reporter, luminescence, 24 h | Potency, µM (highest dose often 9.22 µM), without a hit: at the top dose activation, negative = inhibition, most hits filed as activators | 2.8% of 320,000 active | AID 485297, 2010; also: % of control where 0% means no effect; nearly all actives have a fitted effect of over 60% in size
#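 Luminescence read-out: Huh7 cells stably expressing Rab9-luciferase, treated 24 h with compound at 37 °C, then lysed with luciferase reagent for 10 min at ambient before reading.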
# MBNL1 CUG block: qHTS Assay for Inhibitors of MBNL1-poly(CUG) RNA binding; TR-FRET MBNL1-His/biotin-(CUG)12 binding, 665/545 ratio; Potency, µM (titrated, usually from 57.5 µM), without a hit: at the top dose activity change, negative = inhibition, hits mostly inhibitors; Muscleblind-like protein 1 (Homo sapiens), Q9NR56; AID 2675, 2010; 0.036% of 280,000 active; active = well fitted inhibition curve with a large enough effect in the signal ratio, with a control signal flat, not every such curve was filed as active; inconclusive = small, poorly fitted or top-dose-only effect, or effect the other way, or a change in a side signal; inactive = no such curve, though single readings can be large or run the other way; the % refers to the signal ratio; also: % is scaled to controls: 0 for no effect and ±100 for the full control effect
#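 TR-FRET readout: Ex 340 nm, 665/545 nm emission ratio, normalized to buffer-only (basal) and MBNL1-(CUG)12 controls. Complex of MBNL1-His with Biotin-(CUG)12, compounds 92 nM–58 uM, incubated 60 min at room temperature.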
# BRCA1 expr act: qHTS Assay to Identify Small Molecule Activators of BRCA1 Expression; MCF7-BRCA1-FFLuc reporter, luminescence, 48 h; response scale: scaled: vehicle 0%, 10 µM genistein 100%; Potency, µM (doses to about 46.1 µM), for inactives: at the top dose activation, hits mostly activators; 1.1% of 380,000 active; also: nearly all actives have a fitted effect of over 80% in size; some results filed as inactive show a strong effect at the top dose
#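 Compounds are tested at multiple concentrations on MCF7 BRCA1-luciferase reporter cells seeded at 2000 per well; after 48 h, a single luminescence end-point is taken and curves fitted to the normalized data.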
# Gal4-VP16 FLuc: VP16 counterscreen qHTS for inhibitors of ROR gamma transcriptional activity; AID 2546, 2010; Drosophila S2 Gal4-VP16 UAS-luciferase, luminescence, 20 h; 3.5% of 310,000 active; Potency, µM (series often up to 53.6 µM), for the others: at the highest dose activity, negative = inhibition, most hits filed as inhibitors;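 also: Gal4-VP16 expression switched on by copper sulfate through the metallothionein promoter; % is scaled to controls: 0 for no effect and ±100 for the full control effect; nearly all actives have a fitted effect of over 50% in size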
# Starred values were filed as active, the others as inactive; ? = inconclusive; . = not tested or not shown; [ ] = dose if it differs, or a comment. Unless noted, calls follow the shape of the dose curve; as a rule, active = well fitted curve in the direction sought with a large enough effect; inconclusive = small, poorly fitted or top-dose-only effect, or another doubt; inactive = no such curve, though single readings can be large; an effect the other way counts as inactive or inconclusive. Potency is read from the fitted curve at half-maximal effect. Compounds were not picked by outcome; about 13% have a hit in one of these screens.
Structure | uPA surface inh | ELG1 genotoxic | RORg inh | p53 reactivator | FLuc modulator | NPC1 prom act | Rab9 promoter act | MBNL1 CUG block | BRCA1 expr act | Gal4-VP16 FLuc
Cc1cc(C)cc(Oc2ccccc2/C=N\O)c1 | 3% | -1% | ? | 19% | 4% | -5% | 5% | -14% | -35% | 11µM*
COc1cc(NC(N)=S)c(OC)cc1Cl | -6% | -9% | -1% | -1% | -1% | 0% | -2% | -1% | 7% | -3%
O=C(NCCCn1ccnc1)NC(C(F)(F)F)C(F)(F)F | -6% | 0% | 6% | -5% | 8% | 5% | -6% | -12% | 10% | -14%
Cc1ccccc1N1CCN(CC(=O)Nc2nccs2)CC1 | 3% | -9% | ? | -7% | 4% | -1% | -1% | -1% | -13% | -17%
Cc1ccccc1CNS(=O)(=O)c1c(C)[nH]c(C)c1C(=O)N1CCCCC1 | -5% | 1% | -19% | 7% | 7% | 2% | -2% | 0% | -12% | 1%
CCN(c1ccc(NC(=O)COC(=O)c2cccs2)cc1)C(C)C | 2% | 0% | 43% | 3% | 8.5µM* | -1% | 13% | 4% | 0% | -5%
NC(=S)Nc1ccc(S(=O)(=O)c2ccc(NC(N)=S)cc2)cc1 | 2% | -2% | -26% | 3% | -2% | 0% | -5% | 0% | -12% | -11%
COc1ccc(/C=C(\NC(=O)c2ccccc2)C(=O)NCCN2CCOCC2)cc1 | 0% | -1% | -40% | -1% | 0% | 0% | -1% | 6% | -5% | 2%
O=C1c2ccccc2C(=O)N1CCc1csc(-c2ccc(F)cc2)n1 | . | 0% | -9% | -11% | 3% | 0% | -1% | 12% | 13% | -16%[0.365 µM]
O=C(Nc1cccc(NC(=O)c2ccccc2Cl)c1)c1ccc(F)cc1 | -11% | -1% | 42% | 0% | ? | 2% | -2% | -1% | 2% | -14%
CC(=C/c1ccccc1)/C=N/Nc1nc(N2CCCCC2)nc(N2CCCCC2)n1 | 1% | 3% | -25% | -4% | 2% | -4% | -1% | . | -35% | -13%
COc1ccccc1CN(C)C(=O)c1cccc(S(=O)(=O)N2CCCC2)c1 | 17% | 1% | . | -4% | -2% | -2% | 2% | . | -20% | .
CC1CC2=C(C(=O)O1)C(C)Nc1ccccc1N2 (stereo not drawn) | 2% | 0% | -12% | 3% | -1% | -3% | -5% | -2% | -5% | 1%
CCN(CC)CCCN1CC(O)=C(c2nc3ccccc3s2)C1=N | 2% | 3% | 6% | -4% | 0% | 0% | 2% | -2% | 4% | 11%
CCOC(=O)c1c(C)[nH]c(C)c1C(=O)COC(=O)c1ccc(OC)c(OC)c1 | 1% | -9% | 31% | 14% | 1% | -13% | 0% | 1% | 3% | 4%
COC(=O)C(C(=O)OC)c1ncc(C(F)(F)F)cc1Cl | 19% | 0% | -1% | 9% | 3% | -2% | -10% | -1% | -2% | -25%
Cc1ccc(S(=O)(=O)N(CC(=O)Nc2ccc(C(N)=O)cc2)C(=O)N2CCN(C)CC2)cc1 | 4% | 3% | . | -1% | -1% | 2% | 3% | . | 3% | .
CCCn1c(N)c(N(CCOC)C(=O)c2ccc([N+](=O)[O-])c(C)c2)c(=O)[nH]c1=O | 4% | 2% | -4% | 2% | -3% | -2% | 5% | ? | 0% | 12%
CCNC(=S)Nc1cc(Cl)ccc1Oc1ccccc1 | -1% | -6% | 4.5µM* | -5% | 0% | -4% | -4% | . | -32% | 10µM*
CCOC(=O)C(O)(CC(=O)Nc1cc(F)ccc1C)C(F)(F)F (stereo not drawn) | 6% | -1% | -45% | 2% | 3% | -1% | 2% | -4% | -13% | -2%
CN1CCN(NC(=O)c2ccc(F)cc2)CC1 | 9% | -1% | -2% | -2% | 1% | -5% | 3% | -11% | 4% | 2%
Cc1cccnc1CNC(=O)C1CCC(=O)N(CCc2cccc(F)c2)C1 (stereo not drawn) | 5% | 1% | -38% | 16% | 0% | 2% | -2% | 4% | 4% | 14%
CCCc1cc(C(=O)Nc2sc(C)c(CC)c2C#N)no1 | -7% | 7% | ? | -1% | -14% | 6% | 0% | -16% | 20% | ?
O=C(c1cccc(S(=O)(=O)N2CCN(c3ccccc3)CC2)c1)N1CCCCCCC1 | -27% | ? | . | -4% | -1% | 0% | -3% | . | -37% | .
Cc1ccccc1NS(=O)(=O)c1ccc2oc(=O)ccc2c1 | 1% | -3% | 13% | 7% | 2% | -10% | -3% | 4% | -15% | 0%
CCOC(=O)c1ccc(S(=O)(=O)N2CCC(C(=O)OCC)CC2)cc1 | 3% | -2% | 27% | 3% | 0% | -4% | -9% | -4% | -28% | -4%
Cn1c(=O)c2c(=O)cc(NNC(=O)C(C)(C)C)[nH]c2n(C)c1=O | 3% | -3% | -20% | -4% | 10% | -3% | -1% | -3% | 6% | 5%
OCC[C@@H]1C[C@H](O)[C@@H](O)[C@@]2(CCCc3ccccc3O2)O1 | 3% | 6% | 1% | . | 4% | -6% | -10% | 0% | 42% | 2%
CCN(CC(=O)Nc1c(F)cccc1F)C(=O)Cc1ccsc1 | 8% | 2% | . | 1% | 0% | 0% | 9% | . | 11% | .
c1ccc(CCc2nn3c(-c4ccncc4)nnc3s2)cc1 | 4% | -18% | 25% | 17% | 1% | 12% | -1% | -15% | 22% | -7%
Brc1ccccc1-c1cnco1 | 2% | 2% | 1% | 1% | 1% | -10% | 11% | -13% | 8% | -6%
NC(=O)c1c(NC(=O)CN2C(=O)NC(Cc3ccccc3)C2=O)sc2c1CCC2 (stereo not drawn) | 26% | -1% | -3% | -2% | 1% | 10% | 0% | . | -8% | -9%
Cc1nn(C(C)C(=O)NCc2ccco2)c(C)c1[N+](=O)[O-] (stereo not drawn) | 13% | 0% | 5% | -3% | 1% | 0% | 1% | 2% | 22% | -4%
COc1ccc(C(=O)OCC(=O)NCCc2ccc(F)cc2)cc1S(=O)(=O)N1CCOCC1 | -1% | 6% | . | 11% | . | . | . | . | -19% | .
Nc1nc(SCC(=O)N2CCCc3ccccc32)n(-c2ccccc2)n1 | 7% | 0% | 7% | -1% | -1% | -1% | -4% | -9% | -2% | 2%
CCOc1ncccc1C(=O)OCC(=O)Nc1cc(S(=O)(=O)N2CCOCC2)ccc1C | -6% | 0% | 19% | -5% | -3% | 4% | 1% | ? | 5% | -23%
CC(C)(C)OC(=O)NCCCC[C@H](NC(=O)c1nc[nH]c1C(=O)N1CCN(c2ccccc2)CC1)C(=O)OC(C)(C)C | 0% | -11% | 13µM* | -2% | 0% | -2% | -3% | 0% | -29% | ?
COc1ccc(/C=N\Nc2ccc([N+](=O)[O-])cc2)c(C(=O)O)c1OC | 2% | 6% | 1% | 0% | ? | -3% | -3% | . | 8% | -1%
CC(C)Nc1cc(C(F)(F)F)nc(-c2ccccn2)n1 | -4% | -6% | 1µM* | -5% | 0% | -3% | -2% | 3% | -2% | 6.3µM*
Cc1ccc(NC(=O)CN(C)C(=O)c2cccc(S(=O)(=O)NCc3ccco3)c2)cc1 | 7% | -1% | . | -3% | 4% | -3% | 0% | . | 3% | .
COc1cc(C(=S)N2CCCC2)ccc1OCC(N)=O | -1% | -1% | -24% | ? | 4% | -2% | -4% | -1% | -4% | -3%
NS(=O)(=O)c1ccc(Nc2nc(-c3ccc4ccccc4c3)cs2)cc1 | . | -1% | 16% | -4% | -11% | -5% | 5% | 12% | -30% | -9%
S=c1[nH]nc(C2COc3ccccc3O2)o1 (stereo not drawn) | -1% | 0% | ? | 4% | -15% | 2% | 3% | 0% | 14% | 0%
COc1cccc2cc(C(=O)C3=C(O)C(=O)N(CCN4CCOCC4)C3c3ccc(C(C)(C)C)cc3)oc12 (stereo not drawn) | -9% | -4% | 26% | 6% | 4% | -2% | -4% | 22% | -18% | 8%
Cc1ccc(Nc2nc(C(=O)N3CCC(C(=O)N4CCN(C)CC4)CC3)cs2)cc1 | 3% | 14% | -3% | 7% | -17% | 14% | 18% | 2% | 0% | 23%
O=S(=O)(c1cnccc1N1CCN(/N=C/c2ccccc2)CC1)N1CCCCC1 | 1% | -1% | 12% | 2% | 3% | -3% | -7% | -4% | -17% | 0%
O=C(O)c1cn(-c2ccccc2)nc1-c1ccc(F)cc1 | ? | 0%[9.26 µM] | 17% | 3% | ? | -2% | 1% | -2% | -4% | -7%
FC(F)(F)c1cccnc1Oc1ccc(C2=NCCS2)cc1 | 5% | 0% | 21% | 15% | ? | 2% | -3% | . | 82% | ?
Cc1csc(CN(C)C(=O)C2CCC(=O)N(Cc3ccc(Cl)cc3)C2)n1 (stereo not drawn) | -2% | 0% | 24% | 7% | -1% | 11% | 4% | 2% | -6% | -1%
O=C(NC(Nc1nc2ccc([N+](=O)[O-])cc2s1)(C(F)(F)F)C(F)(F)F)c1ccccc1 | -12% | 1% | 6.3µM* | 15% | 0% | -37%[inhibitor] | -47%[inhibitor] | ? | -86% | 2.8µM*
